KKLEB tox: cytotoxicity in KKLEB CF airway cells, primary screen, cytotoxicity control for CF NF-kB inhibitor project, cell-based, uHTS, fluorescence assay plates. KKLEB CF airway cells viability, ATPlite luminescence, overnight; hits give low values; cells stimulated with P. aeruginosa culture filtrate. activity change (cytotoxicity), % at 5 µM. 360,000 compounds, 0.36% hits. AID 602141, 2011;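 active = corrected activity change at or below -50% at 5 µM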
aDG glyco up: activators of alpha-DG glycosylation, primary screen, uHTS, Pro5-aDG cells, AlphaScreen | alpha-DG glycosylation AlphaScreen (IIH6); 0% Pro5, 100% B10-LARGE cell signal | activation, % at 10 µM | 360,000 compounds, 0.22% hits | AID 624168, 2012;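 active = activation of at least 8% versus controls, or a plate z-score of at least 8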;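 note: Pro5 are CHO cells carrying HIG-tagged alpha-DG that lacks glycosylation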
iPSC survival up: enhancers of single-cell hiPSC survival, primary screen, ATPlite luminescence; 360,000 compounds, 0.044% hits; AID 602274, 2012; 100% = ROCK inhibitor wells, 0% = DMSO; survival enhancement, % at 20 µM; in the data active = survival enhancement above about 18%;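 note: cells exposed to compounds for 16 hours before the ATP read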
NR2E3 ag-1: inhibitors of NR2E3-RetCOR corepressor binding, primary screen, NR2E3 agonist project, biochemical, TR-FRET, GST-NR2E3, biotin-RetCOR; 320,000 compounds, 0.12% hits; 1536-well; Photoreceptor-specific nuclear receptor (Homo sapiens), Q9Y5X4; AID 2300, 2010; inhibition of corepressor binding, % at 4.78 µM;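 active = percent inhibition above the cutoff of mean plus 3 SD of all tested compounds, set per screening campaign, cut at about 20% in these data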;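 note: 0% = DMSO wells and 100% = biotin wells as full block of FRET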
Target sequence (Q9Y5X4 whole entry, looked up): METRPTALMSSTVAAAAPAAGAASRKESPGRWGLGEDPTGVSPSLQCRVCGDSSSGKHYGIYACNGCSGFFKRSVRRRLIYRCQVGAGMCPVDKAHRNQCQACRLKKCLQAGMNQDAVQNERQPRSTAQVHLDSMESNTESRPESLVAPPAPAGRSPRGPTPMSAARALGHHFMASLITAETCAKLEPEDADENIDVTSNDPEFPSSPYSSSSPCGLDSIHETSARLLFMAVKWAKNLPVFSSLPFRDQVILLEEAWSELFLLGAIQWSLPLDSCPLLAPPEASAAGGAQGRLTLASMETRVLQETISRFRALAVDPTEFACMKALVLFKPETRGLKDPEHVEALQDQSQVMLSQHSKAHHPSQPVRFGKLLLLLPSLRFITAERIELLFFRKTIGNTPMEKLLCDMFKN
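Material – GST-tagged NR2E3 plus biotinylated RetCOR corepressor · Quantity – NR2E3 fusion 1.35 nM · Times – 5 h incubation at 4 °C · Medium – pH 7.5 Tris-based buffer · Technique – TR-FRET, Eu(K)-anti-GST donor, streptavidin-D2 acceptor, ex 340, em 617/671 nm · Benchmarks – high control biotin, low control 0.6% DMSO · Format – 1536-well plates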
Shn3 3UTR inh: reduction of Shn3 3'UTR firefly luciferase signal, primary screen, Schnurri-3 inhibitor project, cell-based, Clone20 osteoblasts, set 2 | Clone20 osteoblast Shn3 3'UTR firefly luciferase, 24 h | inhibition, % at 12.5 µM | 360,000 compounds, 0.52% hits;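 active = mean inhibition of at least 75% with every replicate also reaching 75%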;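 note: 0% = median of neutral control wells and 100% = pilot-screen positive control compound; some compounds past the cut are filed as inactive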
TWEAK-Fn14 inh: inhibitors of TWEAK-Fn14 signaling, primary screen, luciferase reporter cells, uHTS. 360,000 compounds, 2% hits. inhibition, % at 10 µM. TWEAK-stimulated Fn14 reporter cells, luciferase luminescence, 8 h; in the data active = inhibition above about 50%
Peg3 promoter: Peg3 promoter-driven luciferase inhibitors, primary screen, cell-based, HeLa, luciferase luminescence | HeLa PEG-Prom luciferase reporter, overnight | inhibition, % at 20 µM | 360,000 compounds, 1.7% hits | AID 588405, 2011;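 active = inhibition of at least 50% at 20 µM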
NR2E3 ag-2: NR2E3 agonists in two-hybrid cells, primary screen, cell-based, luminescence, CHO-S, Gal4-NCOR/VP16-NR2E3 | inhibition of corepressor binding, % at 3.98 µM | luciferase | AID 602229, 2012 | 360,000 compounds, 0.35% hits | Photoreceptor-specific nuclear receptor (Homo sapiens), Q9Y5X4;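 active = inhibition above the mean of all tested compounds plus 3 SD, cut at about 70% in these data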;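 note: 0% = DMSO with NR2E3 transfected cells and 100% = cells lacking NR2E3 construct; higher means lower luciferase signal from less NR2E3 corepressor binding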
CF NFkB inh: inhibitors of PAF-induced NF-kB signaling, primary screen, cell-based, GFP fluorescence, uHTS | 360,000 compounds, 0.86% hits | inhibition, % at 5 µM | KKLEB NF-kB-GFP reporter, GFP fluorescence overnight | AID 588850, 2011;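 active = at least 50% inhibition at 5 µM, scaled per plate between neutral and stimulator controls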;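 note: PAF is a Pseudomonas aeruginosa culture filtrate used as stimulus; plate controls were PAF-stimulated DMSO wells for no effect and unstimulated DMSO wells for full effect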
MITF TRPM1 inh: inhibitors of MITF-dependent TRPM1 promoter reporter, primary screen, cell-based, SK-MEL-5, single point, luciferase; SK-MEL-5 TRPM1 promoter luciferase, 24 h; inhibition, % at 12.5 µM; 330,000 compounds, 0.83% hits;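 active = mean inhibition across replicates of 60% or more, whatever share of single replicates reaches that level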; note: values of inactives mirror those of a sister screen read the other way
HIF-2a block: HIF-2a reporter inhibitors, primary screen, luminescence, 786-0 RCC cells. 786-0 RCC cells HIF-2a reporter, luciferase luminescence, overnight. inhibition, % at 18.8 µM. 360,000 compounds, 0.72% hits. AID 624352, 2012;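 active = inhibition of the luminescence signal of 40% or more relative to plate controls, in a single-dose primary screen at 18.75 µM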
Active calls of the source: *; . = not tested or not shown.

[1] Cn1c(=O)c2c(-c3cccc(Br)c3)c(C#N)c(N)nc2n(C)c1=O
[2] C[C@H](NC(=O)c1nc[nH]c1C(=O)NCCCCCNC(=O)OC(C)(C)C)c1ccccc1
[3] Cc1ccc(CC(=O)N2CCOCC2)cc1
[4] CCc1cc2cc3c(cc2nc1SCC(=O)Nc1nccs1)OCO3
[5] CCCc1nc2sc3c(=O)n(N)cnc3c2c2c1CCCC2
[6] CC(C)COP(=O)(c1ccc(N(C)C)cc1)C(O)c1cccnc1 (centres undefined)
[7] CC(C)C[C@H](NC(=O)N1CC(=O)Nc2ccccc21)C(=O)N[C@H](Cc1ccccc1)C(=O)O
[8] CCN(C(=O)CSc1cccc[n+]1[O-])c1ccccc1

Screen / compound no.,1,2,3,4,5,6,7,8
KKLEB tox,4,-3,-5,-10,-4,0,0,5
aDG glyco up,0.1,1.0,-0.1,0.0,-0.1,0.1,0.1,0.1
iPSC survival up,1.9,-2.0,3.9,-1.8,1.6,-0.8,-0.8,-0.5
NR2E3 ag-1,0,3,-3,2,4,2,0,.
Shn3 3UTR inh,15,42,-6,26,-17,15,-23,-73
TWEAK-Fn14 inh,-62,24,2,-18,-4,-9,14,15
Peg3 promoter,8,42,2,29,-7,-5,1,-5
NR2E3 ag-2,-36,7,3,-19,2,13,7,-5
CF NFkB inh,-49,16,-4,5,4,0,4,-21
MITF TRPM1 inh,1,15,-5,28,6,7,-9,-1
HIF-2a block,23,0,-2,-13,16,22,7,5

[9] CS(=O)(=O)N1CCc2cc(S(=O)(=O)N3CCN(Cc4ccc5c(c4)OCO5)CC3)ccc21
[10] CC1CN(C(=S)NC(=O)c2ccccc2)CC(C)O1 (centres undefined)
[11] C/C(Cl)=C/CSc1nnc2n(N)c(=O)c3ccccc3n12
[12] Cc1ccc(SCCNC(=O)c2ccc(C)c(S(=O)(=O)Nc3cccc(C)c3)c2)cc1
[13] Cc1cccc(NC(=O)Cn2cc([N+](=O)[O-])cn2)n1
[14] CCOC(=O)c1cc2c(n(-c3ccc(Cl)cc3)c1=O)CCCC2=O
[15] NC(N)=N/N=C/c1ccc(Br)cc1
[16] CC(C)(C)C(=O)Cn1c(=N)n(Cc2ccccc2Cl)c2ccccc21

Screen / compound no.,9,10,11,12,13,14,15,16
KKLEB tox,3,3,-7,5,-13,18,-14,-11
aDG glyco up,0.2,0.0,-0.2,0.2,-0.1,0.1,-0.3,0.0
iPSC survival up,1.4,0.3,1.5,-0.2,1.0,1.4,-3.7,-1.1
NR2E3 ag-1,3,2,1,1,-1,4,0,0
Shn3 3UTR inh,25,12,8,30,5,-7,-10,31
TWEAK-Fn14 inh,5,-4,-15,26,13,6,28,6
Peg3 promoter,1,8,-14,29,2,1,44,11
NR2E3 ag-2,5,-9,-28,-2,-22,-6,-2,-23
CF NFkB inh,-9,-13,-3,-6,4,-8,2,6
MITF TRPM1 inh,-1,-5,-5,12,-6,8,10,1
HIF-2a block,-2,0,-3,10,9,4,-12,14

Record cards, as listed above:
Results for `CC(C)(C)C(=O)Cn1c(=N)n(Cc2ccccc2Cl)c2ccccc21` : KKLEB tox: -11; aDG glyco up: 0.0; iPSC survival up: -1.1; NR2E3 ag-1: 0; Shn3 3UTR inh: 31; TWEAK-Fn14 inh: 6; Peg3 promoter: 11; NR2E3 ag-2: -23; CF NFkB inh: 6; MITF TRPM1 inh: 1; HIF-2a block: 14
Results for `CS(=O)(=O)N1CCc2cc(S(=O)(=O)N3CCN(Cc4ccc5c(c4)OCO5)CC3)ccc21` : KKLEB tox: 3; aDG glyco up: 0.2; iPSC survival up: 1.4; NR2E3 ag-1: 3; Shn3 3UTR inh: 25; TWEAK-Fn14 inh: 5; Peg3 promoter: 1; NR2E3 ag-2: 5; CF NFkB inh: -9; MITF TRPM1 inh: -1; HIF-2a block: -2
Results for `C/C(Cl)=C/CSc1nnc2n(N)c(=O)c3ccccc3n12` : KKLEB tox: -7; aDG glyco up: -0.2; iPSC survival up: 1.5; NR2E3 ag-1: 1; Shn3 3UTR inh: 8; TWEAK-Fn14 inh: -15; Peg3 promoter: -14; NR2E3 ag-2: -28; CF NFkB inh: -3; MITF TRPM1 inh: -5; HIF-2a block: -3

Remaining list, next part.
[17] CCN1CCN(c2cc(=O)n(Cc3ccc(F)cc3)c(=O)[nH]2)CC1
[18] Cc1cc(C)cc(OCC(=O)NNC(=O)CN2C(=O)c3ccccc3C2=O)c1
[19] O=C(Nc1ncnc2sc3c(c12)CCCC3)c1ccncc1
[20] Cc1ccccc1NC(=O)c1nc[nH]c1C(=O)NCc1ccccc1
[21] COc1ccc(CNC(=O)c2ccc(Cl)c(S(=O)(=O)N3CCCCCC3)c2)cc1
[22] COc1cc2ccccc2cc1C(=O)NC(=S)Nc1nnn(C)n1
[23] O=C1NC(=Nc2cccc(Cl)c2)SC1Cc1cccc(Cl)c1Cl (centres undefined)
[24] N#CC[C@H](c1ccccc1)N1CCN(Cc2ccccc2)CCC1=O

Screen / compound no.,17,18,19,20,21,22,23,24
KKLEB tox,1,6,-1,-7,-13,14,2,2
aDG glyco up,0.0,-0.2,-0.1,0.2,0.1,0.1,0.3,-0.1
iPSC survival up,-1.9,1.4,2.2,-3.4,-2.4,-1.2,0.3,1.9
NR2E3 ag-1,-1,2,3,0,.,1,-1,2
Shn3 3UTR inh,-9,3,-9,10,43,2,-19,-16
TWEAK-Fn14 inh,8,0,2,7,1,-23,0,10
Peg3 promoter,9,-5,13,21,12,2,5,5
NR2E3 ag-2,23,19,-32,3,-23,6,2,15
CF NFkB inh,3,-5,9,9,13,-6,-3,0
MITF TRPM1 inh,0,7,11,8,.,-6,-2,-12
HIF-2a block,20,24,10,22,14,-1,0,7

Continued:
#	SMILES	KKLEB tox	aDG glyco up	iPSC survival up	NR2E3 ag-1	Shn3 3UTR inh	TWEAK-Fn14 inh	Peg3 promoter	NR2E3 ag-2	CF NFkB inh	MITF TRPM1 inh	HIF-2a block
25	COc1ccc(CN(C)C(=O)CNC(=O)CNC(=O)c2ccc(Cl)cc2Cl)cc1F	10	0.1	-0.5	2	-4	1	8	15	3	9	18
26	COc1ccc2c(=O)c(-c3ccccc3)coc2c1	-4	-0.5	-0.6	0	-48	14	-299	-67	-31	.	-187
27	CCc1ccc(OCCNC(=O)c2ccco2)cc1	-1	-0.2	0.2	1	-14	0	-89	-3	8	-27	-111
28	O=C(O)c1ccc2c(=O)n3c(nc2c1)/C(=C/c1cccc(Cl)c1Cl)CCCC3	-8	0.6	1.9	2	-1	40	1	-15	27	13	12
29	Cc1ccc(S(=O)(=O)N(CC(=O)Nc2ccc(Cl)c([N+](=O)[O-])c2)C2CCCCC2)cc1	-4	1.0	2.4	1	34	48	34	-18	10	15	14
30	c1ccc(-c2nc(C3CCCCC3)c3ccccc3n2)cc1	8	-0.1	1.7	0	1	5	-2	-5	-6	-2	9
31	NC(=O)C1(c2ccccc2)CCC(=O)N1c1ccccc1 (centres undefined)	-2	0.0	-0.8	2	-12	7	10	35	-21	-9	15
32	Cc1onc(-c2c(Cl)cccc2Cl)c1C(=O)N1CCc2ccccc21	9	-0.2	-1.1	-1	-8	24	43	-27	-10	14	-2
33	COc1ccc(-c2oc(/N=C/N3CCCC3)c(C#N)c2-c2ccc(OC)cc2)cc1	-1	0.1	-3.1	0	13	-10	13	-21	2	-5	10
34	O=C(Nc1ccc(Cl)cc1-c1nc2ccccc2s1)c1ccco1	-13	0.7	-0.9	2	13	1	-14	-20	-11	-1	-14
35	Cc1cc(Nc2ccccc2F)n2ncnc2n1	-6	-0.2	0.4	2	0	-1	4	-5	21	-12	-2
36	COc1ccc(S(=O)(=O)N2CCc3ccccc32)cc1[N+](=O)[O-]	4	0.4	-0.3	0	16	11	12	-9	11	9	5
37	O=C(Cc1ccc(S(=O)(=O)N2CCOCC2)s1)N1CCN(S(=O)(=O)c2cccc([N+](=O)[O-])c2)CC1	-9	0.7	0.6	0	6	-4	9	9	12	6	7
38	COc1cccc(NC(=O)C(=O)N2CCOCC2)c1	11	0.1	7.6	0	-72	-32	-290	-95	6	-63	-237
39	O=C(CSc1ncnc2ccccc12)NCc1ccco1	-7	0.1	-2.9	5	-18	16	-24	7	26	12	-5
40	CP(C)(=O)CCP(=O)(c1ccccc1)c1ccccc1	0	-0.2	0.3	5	-22	29	-1	-9	4	2	8
41	COc1cccc(C(=O)OCC(=O)Nc2cc(C)c(C)cc2[N+](=O)[O-])c1	-7	-0.2	5.6	1	4	-6	-4	-8	15	-11	6
42	O=S(=O)(NCc1ccc(Cl)cc1)c1ccc(Cl)nc1	-9	0.0	-1.6	-1	-21	-9	-8	-3	5	-11	-2
43	COc1ccccc1N(CC(=O)Nc1ccccc1C(=O)NC(C)C)S(C)(=O)=O	5	0.3	5.2	-1	6	3	13	-7	1	8	7

Screens as filed in PubChem.
